TAAR1 agonist – human TAAR1 agonists, primary screen, Fluo-8 calcium fluorescence, CHO RD-HGA16 cells | 0.99% of 360,000 active | AID 624467, 2012 | Trace amine-associated receptor 1 (Homo sapiens), Q96RJ0 | activation, % at 3 µM | vehicle wells 0%, saturating PEA agonist 100%;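 active = activation above the mean activation of all test compounds in the run plus 3 SD, cut at about 38% in these data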
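Repeats: no replicates (n 1) | Material: CHO-derived RD-HGA16 cells with stable Gα16 and human TAAR1 | Technique: Kinetic Fluo-8 calcium fluorescence | Schedule: 17-24 h seeding, 75 min 37 °C dye, 30 min RT | Evaluation: % activation from peak over basal fluorescence ratio, DMSO-to-PEA scaled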
CHO-K1 Ca antag – counter-screen for M1 antagonists: effect in parental CHO-K1 cells; ATP-induced calcium, Fluo-8 fluorescence; 0.6% of 360,000 active; inhibition, % at 3 µM;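 active = inhibition above a per-plate cutoff, the plate's mean sample inhibition plus 3 SD, cut at about 24% in these data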;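 note: 0% = DMSO plus EC80 ATP and 100% = DMSO alone without ATP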
CHO parental Ca – ATP-evoked calcium signal inhibitors, parental CHO, primary screen, counter-screen for OX1R antagonist project, cell-based, fluorescence, Fluo-8 calcium dye; parental CHO-K1, ATP-induced calcium, Fluo-8 fluorescence; inhibition, % at 5.6 µM; 0.63% of 330,000 active;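 active = inhibition above that plate's mean sample inhibition plus 3 SD, cut at about 26% in these data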;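 note: 0% = ATP-challenged DMSO wells and 100% = DMSO wells without ATP; some compounds past the cut are filed as inactive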
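Assay system: untransfected parental CHO cell line. Also added: ATP agonist challenge. Dosing: one dose, 5.6 µM nominal. Measured by: Fluo-8 fluorescence. Read-out: % inhibition. Benchmarks: ATP wells versus no-ATP DMSO wells. Repeats: no replicates.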
V1R ag counter – agonists of human V1a receptor, primary screen, counter-screen for OXTR agonist project, fluorescence, CHO-V1R cells; Fluo-8 calcium fluorescence, agonist mode; 0% DMSO, 100% 3 nM vasopressin; activation, % at 3 µM; 0.25% of 320,000 active; AID 2797, 2010;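 active = activation above the mean activation of all tested compounds plus 3 SD, per screening run, cut at about 20% in these data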;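 note: signal is peak over basal fluorescence ratio across a 100 second FLIPR read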
CHO-K1 Ca ag – counter-screen for M1 agonists: effect in parental CHO-K1 cells. activation, % at 3 µM. 0.48% of 360,000 active. Fluo-8 calcium fluorescence; scaled to maximal ATP response, vehicle zero; in the data active = activation above about 15%;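 note: untransfected CHO-K1 host cells lacking M1 receptor as counterscreen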
CHO-K1 Ca PAM – nonselective calcium activators in parental CHO-K1 cells, primary screen, counter-screen for M1 PAM project, cell-based, Fluo-8 calcium fluorescence, full deck, 1536-well; ATP EC20; 0% at ATP EC20, 100% at ATP max; 0.02% of 360,000 active; activation, % at 3 µM;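 active = activation above the run cutoff, the mean activation of all test compounds plus 3 SD, cut at about 40% in these data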;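 note: peak over basal fluorescence ratio in a 140 s read after ATP addition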
OXTR potentiator – human OXTR potentiators, primary screen, fluorescence, CHO-OTR cells, Fluo-8 calcium. Oxytocin receptor (Homo sapiens), P30559. Fluo-8 calcium fluorescence, potentiator mode; 0% = oxytocin EC15, 100% = EC100. activation, % at 3 µM. 0.061% of 320,000 active;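 active = activation above that plate's cutoff, the mean activation of tested compounds plus 3 SD, cut at about 6.6% in these data, passing the limit was not always enough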;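 note: 100% uses oxytocin at 75 nM as the full agonist control; some results filed as inactive read as strong as hits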
Target sequence (P30559 whole entry, looked up): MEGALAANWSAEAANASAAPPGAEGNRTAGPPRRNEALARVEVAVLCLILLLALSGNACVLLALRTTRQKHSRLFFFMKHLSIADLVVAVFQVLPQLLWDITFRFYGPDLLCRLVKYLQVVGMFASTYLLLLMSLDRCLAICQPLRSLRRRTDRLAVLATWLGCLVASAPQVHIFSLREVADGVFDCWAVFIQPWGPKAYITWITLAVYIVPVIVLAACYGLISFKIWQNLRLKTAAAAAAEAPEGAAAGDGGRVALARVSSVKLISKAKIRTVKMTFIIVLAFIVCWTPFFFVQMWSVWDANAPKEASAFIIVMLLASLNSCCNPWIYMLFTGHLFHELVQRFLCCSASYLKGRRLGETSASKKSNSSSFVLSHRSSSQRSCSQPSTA
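System: human OTR in CHO cells / Also added: sub-maximal oxytocin, roughly EC15 / Control set: EC15 oxytocin low, 75 nM oxytocin high / Schedule: 6 min compound pre-incubation at room temperature, 100 s kinetic read / Compound: single-point 3.0 µM / Replication: singlicate / Technique: Fluo-8 calcium dye fluorescence / Read-out basis: % activation of max/min ratio relative to oxytocin controls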
CHRM1 agonist – human M1 muscarinic receptor agonists, primary screen, Fluo-8 calcium fluorescence, CHO-K1 cells, HTS | Muscarinic acetylcholine receptor M1 (Homo sapiens), P11229 | CHO-K1 hM1, agonist mode; 0% DMSO, 100% acetylcholine EC100 | activation, % at 3 µM | 0.33% of 360,000 active;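 active = activation above the run's mean compound activation plus 3 SD, cut at about 16% in these data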;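 note: peak over basal fluorescence ratio within a 140 s kinetic read after compound addition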
Target sequence (P11229 whole entry, looked up): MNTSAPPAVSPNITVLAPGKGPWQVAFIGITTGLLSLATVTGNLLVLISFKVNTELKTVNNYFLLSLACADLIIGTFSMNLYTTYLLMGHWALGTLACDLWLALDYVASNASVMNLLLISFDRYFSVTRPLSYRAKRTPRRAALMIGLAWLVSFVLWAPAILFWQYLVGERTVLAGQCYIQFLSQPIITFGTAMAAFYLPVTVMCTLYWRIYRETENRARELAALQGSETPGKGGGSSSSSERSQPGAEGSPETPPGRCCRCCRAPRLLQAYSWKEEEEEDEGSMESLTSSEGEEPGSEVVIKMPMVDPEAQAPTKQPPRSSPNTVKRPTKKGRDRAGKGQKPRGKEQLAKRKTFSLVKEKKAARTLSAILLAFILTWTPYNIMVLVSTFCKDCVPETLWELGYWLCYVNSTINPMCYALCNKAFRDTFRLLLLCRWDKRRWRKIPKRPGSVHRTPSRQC
TAAR1 antag – human TAAR1 antagonists, primary screen, Fluo-8 calcium fluorescence, CHO RD-HGA16 cells; Trace amine-associated receptor 1 (Homo sapiens), Q96RJ0; antagonist; inhibition, % at 3 µM; 1.5% of 360,000 active; AID 624466, 2012;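 active = inhibition above a per-plate cutoff, the mean inhibition of test compounds on that plate plus 3 SD, cut at about 49% in these data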;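 note: 0% = DMSO plus EC80 beta-PEA response and 100% = DMSO alone without agonist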
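test system = CHO RD-HGA16 cells bearing hTAAR1 | replication = singlicate | controls = DMSO-only wells and EC80 β-PEA-stimulated wells | reagent = EC80 β-phenethylamine stimulus | read-out basis = percent inhibition of PEA-evoked calcium signal, max/basal emission ratio | schedule = seeding 17-24 h prior, 75-min 37 °C, 30-min RT dye loading | signal = kinetic Fluo-8 calcium fluorescence measurement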
Active calls of the source: *; x = no result given.

SMILES	TAAR1 agonist	CHO-K1 Ca antag	CHO parental Ca	V1R ag counter	CHO-K1 Ca ag	CHO-K1 Ca PAM	OXTR potentiator	CHRM1 agonist	TAAR1 antag
O=C(NC(NC(=O)c1ccccc1)c1cccc([N+](=O)[O-])c1)c1ccccc1	0	-8	-10	3.1	1.2	23	4	0	2
Cc1cc2cc(CNC(=O)c3ccc4c(c3)OCO4)ccc2[nH]1	-3	-16	11	1.6	1.2	5	-12	-2	-19
CCSc1nc2c(c(=O)[nH]1)C(c1ccccn1)C1=C(CC(C)(C)CC1=O)N2 (configuration not stated)	0	-13	7	-0.1	0.1	-5	-14	-3	-4
N#C/C(=C(/O)c1cccs1)c1nnc2n1CCCCC2	1	2	-3	0.7	5.0	11	-13	-7	-2
O=C(O)/C=C\C(=O)NC1CCCCC1	5	-1	4	0.8	0.4	11	2	-6	15
Cc1cc(C)cc(NC(=S)NC(=O)Cc2ccccc2)c1	8	-4	-24	5.5	0.8	4	-8	3	-2
O=S(=O)(NC1CCCCC1)c1ccc(Br)s1	0	-7	-12	-0.3	-0.3	15	-2	-9	14
O=C(O)c1ccc(OC(F)(F)C(F)C(F)(F)F)cc1 (configuration not stated)	15	0	-7	-0.5	0.0	-4	-4	-3	18
S=C1NC[C@H](Cc2ccccc2)N1CCCCC1CCCCC1	2	-12	-19	-0.2	1.1	9	-13	-4	-12
CC(Oc1ccc(F)cc1)C(=O)Nc1cc(S(=O)(=O)N2CCOCC2)ccc1N1CCCCC1 (configuration not stated)	5	-8	-15	1.5	0.6	11	-9	-1	-16
O=C(CN1C(=O)CCS(=O)(=O)c2ccccc21)Nc1ccc2c(c1)OCCO2	8	-20	x	x	0.4	1	x	1	-19
Cn1c(=O)c(=O)n(C)c2cc(S(=O)(=O)CCC(=O)N3CCOCC3)ccc21	1	-8	-7	0.0	0.6	4	2	-4	-1
CC(=O)c1ccc2c(ccc3ccccc32)c1	9	-3	-3	1.3	0.4	11	-9	-4	-3
COCCCN(C(=O)CSCc1c(C)noc1C)c1c(N)n(Cc2ccccc2)c(=O)[nH]c1=O	0	1	-12	0.0	0.3	7	-4	-6	-22
Fc1cccc(Cl)c1Cn1nnc2c(-n3ccnc3)ncnc21	11	-7	-13	0.9	0.7	12	0	-2	-4
O=C(O)/C=C\C(=O)Nc1ccccc1C#Cc1ccc(Br)cc1	7	-10	-1	-1.2	0.0	6	-5	-7	-9
CC(C)(C)NC(=O)NC(=O)CN1CCc2ccccc21	-1	-8	7	0.4	6.3	8	-9	-5	0
CCNC(=S)Nc1cc(C(=O)N2CCCC2)ccc1N1CCCC1	0	-13	-14	1.1	-0.6	4	-16	-6	-19
O=C(NCC1c2ccccc2CCN1C(=O)CN1C(=O)c2ccccc2C1=O)C1CCCCC1 (configuration not stated)	-3	-8	-23	-0.6	-0.1	13	2	-3	-12
CS(=O)(=O)N(Cc1ccccc1Cl)c1ccc(C(=O)N2CCCC2)cc1	4	-1	6	2.3	1.6	4	-1	0	14
CN(C(=O)CSc1nnnn1-c1ccccc1)C1CCCCC1	6	-12	-21	-0.3	0.1	10	-14	-3	-18
CCc1ccccc1NC(=O)CSc1n[nH]c(-c2cccnc2)n1	3	-20	-4	0.4	1.3	9	-4	2	-36
O=C(O)/C=C\C(=O)Nc1ccc(N2CCN(c3ccc(F)cc3)CC2)cc1	0	0	-17	0.4	-0.6	10	-11	-14	15
Cc1cc(Br)ccc1NC(=O)CN(C)C(=O)c1cc([N+](=O)[O-])ccc1N1CCOCC1	-1	-6	-22	-1.3	1.0	10	-8	-6	-3
CC12CCC(=O)N1C(C(=O)Nc1ccccc1F)CS2 (configuration not stated)	0	-2	-7	0.7	0.5	4	-1	-1	-3
COc1ccc(N2C(=O)CC(Sc3nccc(C)n3)C2=O)cc1 (configuration not stated)	4	6	2	0.7	-0.1	-3	-5	-3	3
COC(=O)[C@]12CCCCC=C1N(Cc1ccco1)C(=O)[C@H](CC(=O)NCc1cccs1)C2	4	-12	x	x	2.0	9	x	x	-6
COc1ccc(Cc2nnc(SC)[nH]c2=O)cc1	0	-3	-12	0.0	0.5	3	-10	1	-1
O=C(O)CCc1ccc(-c2ccc(Br)cc2)n1CC(=O)O	-3	1	5	0.3	0.0	5	-5	0	4
COc1ccc(CCNC(=O)c2cc3c(=O)n4ccccc4nc3n(C3CCCCC3)c2=N)cc1	5	1	-28	3.9	3.1	-13	-9	-4	25
CCNC(=S)/C(=C(/[O-])c1ccc([N+](=O)[O-])cc1)[n+]1ccccc1	0	-11	-14	0.4	1.2	12	1	-5	-7
Cc1ccc2[nH]c(=O)c(C(c3nnnn3CC3CCCO3)N3CCCc4ccccc43)cc2c1 (configuration not stated)	4	15	-11	0.3	0.0	-7	-4	-6	-1
COc1ccc(N2C(=O)N3[C@H](c4ccc(Cl)cc4)[C@@H]4C(=O)N(C5CCCCC5)C(=O)[C@@H]4[C@]3(Cc3ccc(Cl)cc3)C2=O)cc1	-1	-17	-24	1.4	0.3	16	3	-3	6
CCN(CC(=O)Nc1ccccc1C(=O)OC)S(=O)(=O)c1ccccc1	-2	-12	-23	-1.1	0.5	1	-4	-6	1
CCCCCC(=O)N1C[C@@H](O)[C@H](n2cc(-c3ccc(F)cc3)nn2)C[C@@H]1c1ccc(Cl)cc1	4	0	x	x	2.8	17	x	-5	17
O=C(NCc1cccc(F)c1)C1CCC(=O)N(C2CCCC2)C1 (configuration not stated)	1	-2	-10	-0.5	0.7	-23	-2	0	-40
O=C1NC(=S)N/C1=C/c1ccc(Oc2ccc(C(F)(F)F)cc2[N+](=O)[O-])c(Cl)c1	-1	-1	-10	1.1	0.4	2	8	-4	15
O=C(O)c1cc(Cl)c(Cl)cc1C(=O)N(Cc1ccccc1)Cc1ccccc1	1	-13	-4	1.9	-0.2	22	1	-4	10
O=C(NC1CC1)c1cc(OCC(F)(F)F)ccc1OCC(F)(F)F	6	-10	-7	-1.1	-0.6	3	-1	-1	11
COc1ccccc1N1CCN(Cc2cc(=O)c(OCC(=O)NC(C)C)co2)CC1	2	-10	-11	-0.6	0.4	2	-1	-1	0
CCCCCN(C(=O)CCC(=O)OC(C)C(=O)NC1CCCCC1)c1c(N)n(CCCC)c(=O)[nH]c1=O (configuration not stated)	0	14	-8	-0.7	0.1	-14	-2	0	-20
CC1(C)CC2CC(C)(CN2C(=O)COC(=O)c2cncc(Br)c2)C1 (configuration not stated)	3	-14	-12	0.2	0.9	12	-2	-6	-20
Cc1ccc(NC(=O)c2cc(S(=O)(=O)N3CCc4ccccc43)cn2C)cc1	-2	-5	8	0.1	-0.2	19	-2	-3	7
CC1(c2nnnn2-c2ccc3c(c2)OCCO3)CCC(=O)N1CCCn1ccnc1 (configuration not stated)	1	-2	x	x	0.2	-9	x	x	6
Cn1c(N)c(C(=O)COC(=O)CCCOc2ccc(Cl)cc2Cl)c(=O)n(C)c1=O	1	1	-16	0.6	0.3	22	-3	-4	1
COc1ccc(NC(C)=O)cc1NC(=O)CSc1nnc(C2CCCCC2)n1N	0	3	0	-0.1	0.0	-18	-2	-1	1
O=C(c1cccnc1)N1CCN(CCCc2ccccc2)CC1	12	-24	-9	0.8	0.6	11	6	-7	0
C[C@H]1CN([C@@H](C)CO)C(=O)c2cccc(NS(=O)(=O)c3ccc(F)cc3)c2O[C@H]1CN(C)S(=O)(=O)c1cn(C)cn1	2	-18	-15	1.1	-0.1	10	-4	-3	-5
CCNC(=S)Nc1cccc(NC(=O)c2ccccc2O)c1	4	3	-20	2.1	1.4	-12	1	-1	-14
O=S(=O)(Nc1ccc2c3c(cccc13)CC2)c1ccc(F)cc1	7	-5	-14	1.7	1.6	17	-12	-4	-11
CCn1c(COc2ccccc2C)nnc1SCC(=O)O	24	-8	4	0.2	-0.3	-3	-1	-6	5
N/C(CC(=O)Nc1ccc(F)cc1)=N\O	0	19	1	0.8	-0.1	-11	-12	-4	1
O=C(NN=Cc1c(F)cccc1F)c1ccccc1NS(=O)(=O)c1cccs1	8	-14	-12	8.7	1.6	-7	-10	6	8

Two entries from above, field by field:
O=C(c1cccnc1)N1CCN(CCCc2ccccc2)CC1
  TAAR1 agonist = 12
  CHO-K1 Ca antag = -24
  CHO parental Ca = -9
  V1R ag counter = 0.8
  CHO-K1 Ca ag = 0.6
  CHO-K1 Ca PAM = 11
  OXTR potentiator = 6
  CHRM1 agonist = -7
  TAAR1 antag = 0
C[C@H]1CN([C@@H](C)CO)C(=O)c2cccc(NS(=O)(=O)c3ccc(F)cc3)c2O[C@H]1CN(C)S(=O)(=O)c1cn(C)cn1
  TAAR1 agonist = 2
  CHO-K1 Ca antag = -18
  CHO parental Ca = -15
  V1R ag counter = 1.1
  CHO-K1 Ca ag = -0.1
  CHO-K1 Ca PAM = 10
  OXTR potentiator = -4
  CHRM1 agonist = -3
  TAAR1 antag = -5

Among those listed so far, 5 have bromine.
SMILES	TAAR1 agonist	CHO-K1 Ca antag	CHO parental Ca	V1R ag counter	CHO-K1 Ca ag	CHO-K1 Ca PAM	OXTR potentiator	CHRM1 agonist	TAAR1 antag
O=S(=O)(NC1CCCCC1)c1ccc(Br)s1	0	-7	-12	-0.3	-0.3	15	-2	-9	14
O=C(O)/C=C\C(=O)Nc1ccccc1C#Cc1ccc(Br)cc1	7	-10	-1	-1.2	0.0	6	-5	-7	-9
Cc1cc(Br)ccc1NC(=O)CN(C)C(=O)c1cc([N+](=O)[O-])ccc1N1CCOCC1	-1	-6	-22	-1.3	1.0	10	-8	-6	-3
O=C(O)CCc1ccc(-c2ccc(Br)cc2)n1CC(=O)O	-3	1	5	0.3	0.0	5	-5	0	4
CC1(C)CC2CC(C)(CN2C(=O)COC(=O)c2cncc(Br)c2)C1 (configuration not stated)	3	-14	-12	0.2	0.9	12	-2	-6	-20

Screening results (PubChem)
